Source: PubChem BioAssay (several laboratories)
GC-A act = GC-A (human) enzyme activation; HEK293 GC-A cells, cGMP TR-FRET, EC30 ANP; 0% at EC30 ANP, 100% saturating ANP; activation, % at 10 µM; 370,000 tested, 0.14% active; AID 1671463; in the data active = activation above about 40%
SMARCA2 act = SMARCA2 function activation, primary screen; MG213 cells, MMTV-luciferase reporter, dexamethasone, overnight; activation, % at 9.1 µM; 370,000 tested, 1% active; in the data active = activation above about 7.8%;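 also: 0% = vehicle wells and 100% = reference activator wells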
hcDAF12 agonist = H. contortus DAF-12 activation, primary screen | HEK293 hcDAF-12 lit1-tk-luc reporter, luminescence; 0% DMSO, 100% Δ7-dafachronic acid | activation, % at 6.8 µM | 370,000 tested, 1.4% active | AID 652067;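 active = activation above the mean of all tested compounds plus 3 SD, cut at about 5.5% in these data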;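 also: 100% = response to 3 µM Δ7-dafachronic acid high control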
PG9 binder = PG9 antibody binding by small molecule | TR-FRET gp120-PG9 antibody binding | inhibition, % at 6.7 µM | 360,000 tested, 0.43% active | AID 624416; in the data active = inhibition above about 8.5%
ADAM17 inh = ADAM17 inhibition, QFRET primary screen. AID 720648. P78536. inhibition, % at 6.95 µM. 370,000 tested, 0.83% active. recombinant ADAM17, EDANS/DABCYL FRET peptide cleavage;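 active = inhibition above the mean of compounds lying between control limits plus 3 SD, set per campaign, cut at about 8.5% in these data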;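 also: 0% = DMSO-only wells as the low control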
hgDAF-12 ag = activates the H. glycines DAF-12 receptor ligand-binding domain | activation, % at 6.8 µM | 370,000 tested, 1.8% active | HEK293 GAL4-hgDAF12 UAS-luciferase reporter, agonist luminescence; normalized to butyrate control;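 active = activation above a cutoff set at the mean of all screened compounds plus 3 SD, cut at about 10% in these data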;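 also: 0% = DMSO wells and 100% = sodium butyrate wells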
FXN GAA850 act = increases GAA850 frataxin promoter reporter activity; 360,000 tested, 0.56% active; activation, % at 6 µM; HEK293 lucGAA850 FXN promoter luciferase reporter, 24 h; percent of 10 µM SAHA response;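 active = activation above the average of all compounds screened plus 3 SD, cutoff fixed separately per campaign, cut at about 7.5% in these data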;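 also: 0% = DMSO wells and 100% = 10 µM SAHA wells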
DAX1 inh-1 = inhibitors of human orphan nuclear receptor DAX1 (NR0B1) | P51843 | HEK293 Gal4-DAX1 luciferase reporter, luminescence | inhibition, % at 6.75 µM | 340,000 tested, 0.99% active | AID 504766;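 active = inhibition above the mean over all tested compounds plus 3 SD, cut at about 4.2% in these data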;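 also: 0% = DAX1-transfected cells with DMSO and 100% = empty-vector control cells with DMSO; inhibition shows as a rise in luminescence from relieved DAX1 repression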
Target sequence (P51843 207-470 limits assumed): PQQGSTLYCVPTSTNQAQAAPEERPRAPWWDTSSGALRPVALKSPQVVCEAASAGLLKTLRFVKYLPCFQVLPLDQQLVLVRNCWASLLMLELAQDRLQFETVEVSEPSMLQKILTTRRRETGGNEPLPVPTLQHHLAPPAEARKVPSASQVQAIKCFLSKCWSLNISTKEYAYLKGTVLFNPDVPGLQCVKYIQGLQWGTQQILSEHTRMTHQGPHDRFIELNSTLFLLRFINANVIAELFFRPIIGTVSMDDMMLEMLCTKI
ssDAF-12 act = S. stercoralis DAF-12 activation, primary screen | AID 652126 | HEK293 ssDAF-12/GRIP1 lit1-tk-luc reporter, luminescence; % of 3 µM dafachronic acid response | 370,000 tested, 1% active | activation, % at 6.8 µM;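 active = activation above the mean over all tested compounds plus 3 SD, cut at about 0.9% in these data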;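 also: 0% = DMSO-only wells and 100% = 3 µM delta7-dafachronic acid wells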
ADAM10 inh = ADAM10 inhibition, QFRET primary screen; recombinant ADAM10, EDANS/DABCYL FRET peptide cleavage, 3 h; inhibition, % at 7 µM; 370,000 tested, 0.62% active;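 active = inhibition above a per-campaign cutoff equal to the mean of compounds falling between control-based bounds plus 3 SD, cut at about 20% in these data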;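 also: 0% = DMSO wells while the 100% control is not disclosed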
Target sequence (O14672 214-748 limits assumed): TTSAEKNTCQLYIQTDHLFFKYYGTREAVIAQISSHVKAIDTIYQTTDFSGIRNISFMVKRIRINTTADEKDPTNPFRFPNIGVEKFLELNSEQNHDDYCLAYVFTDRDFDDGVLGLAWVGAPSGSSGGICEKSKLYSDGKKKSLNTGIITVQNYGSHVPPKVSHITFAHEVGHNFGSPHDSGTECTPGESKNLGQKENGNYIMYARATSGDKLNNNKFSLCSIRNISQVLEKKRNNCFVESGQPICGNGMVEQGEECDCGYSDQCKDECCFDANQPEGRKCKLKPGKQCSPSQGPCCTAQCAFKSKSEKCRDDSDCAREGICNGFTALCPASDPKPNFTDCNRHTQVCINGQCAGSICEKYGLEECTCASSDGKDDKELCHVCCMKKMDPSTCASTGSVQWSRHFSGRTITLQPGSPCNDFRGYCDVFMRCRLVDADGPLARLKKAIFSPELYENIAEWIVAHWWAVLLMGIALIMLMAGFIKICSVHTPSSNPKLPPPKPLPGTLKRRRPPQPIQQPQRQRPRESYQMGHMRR
DAX1 inh-2 = inhibitors of DAX1 repression of SF-1 activated StAR promoter | HEK293T StAR-luciferase reporter, SF-1/DAX-1 repression relief | inhibition, % at 6.8 µM | 370,000 tested, 1.1% active | AID 652010;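 active = inhibition above the mean over all tested compounds plus 3 SD, cut at about 3.6% in these data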;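 also: 0% = DAX-1 cells with DMSO and 100% = cells lacking DAX-1 with DMSO; higher inhibition means more luminescence from relief of DAX-1 repression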
Active calls of the source: *. Rows were taken by chance; 6.8% or so of the library scored in one or more.

CC(=O)c1sc(NS(=O)(=O)c2ccc(C)cc2)nc1C was read as GC-A act 6, SMARCA2 act -2, hcDAF12 agonist 0.1, PG9 binder 3.5, ADAM17 inh 2, hgDAF-12 ag -0.4, FXN GAA850 act 0.9, DAX1 inh-1 0.4, ssDAF-12 act -1.3, ADAM10 inh -2 and DAX1 inh-2 -0.1.
`COc1ccc(N(C(=O)c2cccnc2)S(=O)(=O)c2ccc(F)cc2)cc1` gave GC-A act -5, SMARCA2 act -2, hcDAF12 agonist -1.4, PG9 binder -1.7, ADAM17 inh -3, hgDAF-12 ag -2.8, FXN GAA850 act -1.2, DAX1 inh-1 2.9, ssDAF-12 act -2.1, ADAM10 inh -12 and DAX1 inh-2 -0.5.
Screening COc1ccc(S(=O)(=O)N(CC(=O)N2CCCCCC2)c2ccccc2OC)cc1 returned GC-A act -6, SMARCA2 act -3, hcDAF12 agonist -2.6, PG9 binder 0.0, ADAM17 inh -2, hgDAF-12 ag -1.7, FXN GAA850 act -2.1, DAX1 inh-1 -1.6, ssDAF-12 act -1.2, ADAM10 inh 4 and DAX1 inh-2 0.0.
Screening Cc1ccn2cc(CCNS(=O)(=O)c3ccc(F)c(C(F)(F)F)c3)nc2c1 returned GC-A act 0, SMARCA2 act 0, hcDAF12 agonist 0.6, PG9 binder -1.8, ADAM17 inh -2, hgDAF-12 ag -1.1, FXN GAA850 act 1.3, DAX1 inh-1 0.5, ssDAF-12 act -0.9, ADAM10 inh -3 and DAX1 inh-2 0.9.
Screening CCOc1cc(C(=O)CCC(=O)OCC(=O)Nc2ccc(F)cc2)ccc1O returned GC-A act -6, SMARCA2 act -1, hcDAF12 agonist -1.1, PG9 binder -1.3, ADAM17 inh 3, hgDAF-12 ag 1.4, FXN GAA850 act 0.2, DAX1 inh-1 -1.2, ssDAF-12 act -0.2, ADAM10 inh -1 and DAX1 inh-2 0.8.
Screening CCc1ncc(CN2CCC(C(=O)Nc3cccc(-c4cscn4)c3)CC2)cn1 returned GC-A act 1, SMARCA2 act -2, hcDAF12 agonist -2.2, PG9 binder 0.4, ADAM17 inh -6, hgDAF-12 ag -3.2, FXN GAA850 act -1.9, DAX1 inh-1 0.2, ssDAF-12 act -1.2, ADAM10 inh -4 and DAX1 inh-2 -3.3.
`CCCCNC(=O)C1(C(=O)c2ccc(OC)cc2)CC(c2ccccc2C(F)(F)F)=NO1` (centres undefined) gave GC-A act -1, SMARCA2 act -4, hcDAF12 agonist -2.0, ADAM17 inh 4, hgDAF-12 ag -1.8, ssDAF-12 act -1.7, ADAM10 inh 11 and DAX1 inh-2 -1.0.
COc1ccccc1NC(=O)CCN1CCN(Cc2ccccc2)CC1 was read as GC-A act 1, SMARCA2 act -2, hcDAF12 agonist -0.7, PG9 binder 1.6, ADAM17 inh -2, hgDAF-12 ag -0.7, FXN GAA850 act 1.0, DAX1 inh-1 1.2, ssDAF-12 act -1.2, ADAM10 inh -6 and DAX1 inh-2 0.4.
Screening Cc1ccc(NC(=O)COc2ccc(Br)cn2)cc1 returned GC-A act 4, SMARCA2 act 0, hcDAF12 agonist -0.3, PG9 binder -0.8, ADAM17 inh -4, hgDAF-12 ag 0.2, FXN GAA850 act 1.2, DAX1 inh-1 -0.1, ssDAF-12 act -0.9, ADAM10 inh 0 and DAX1 inh-2 0.1.
For CCOc1ccc(N2C(=O)c3ccccc3C2=O)cc1 the results were GC-A act 6, SMARCA2 act -1, hcDAF12 agonist 0.1, PG9 binder -0.2, ADAM17 inh -5, hgDAF-12 ag -0.8, FXN GAA850 act 2.8, DAX1 inh-1 0.7, ssDAF-12 act -1.1, ADAM10 inh -9 and DAX1 inh-2 1.0.
NC(=O)C1=C(N=C2CCCCC2)CCCC1 was read as GC-A act 6, SMARCA2 act -2, hcDAF12 agonist 0.9, PG9 binder -1.1, ADAM17 inh -8, hgDAF-12 ag 2.1, FXN GAA850 act 1.1, DAX1 inh-1 -0.7, ssDAF-12 act -1.0, ADAM10 inh -23 and DAX1 inh-2 0.1.
`O=C(CCN1C(=O)CSc2ccccc21)Nc1ccc(C(F)(F)F)cc1` gave GC-A act -6, SMARCA2 act -2, hcDAF12 agonist -1.2, PG9 binder 1.5, ADAM17 inh -1, hgDAF-12 ag -0.7, FXN GAA850 act 0.0, DAX1 inh-1 -0.6, ssDAF-12 act -1.3, ADAM10 inh -8 and DAX1 inh-2 -0.1.
For COc1ccc(NC(=O)C[C@H]2C(=O)N(c3ccc(Br)cc3)C[C@@H]2CSC)cc1 the results were GC-A act 1, SMARCA2 act -5, hcDAF12 agonist -2.0, PG9 binder -1.9, ADAM17 inh 5, hgDAF-12 ag -0.3, FXN GAA850 act -1.0, DAX1 inh-1 1.1, ssDAF-12 act -1.0, ADAM10 inh 5 and DAX1 inh-2 0.2.
N#Cc1ccc(CSc2nnc(-c3cccnc3)n2-c2ccccc2)cc1 was read as GC-A act -9, SMARCA2 act -2, hcDAF12 agonist -3.1, PG9 binder -0.6, ADAM17 inh 0, hgDAF-12 ag -4.0, FXN GAA850 act 1.6, DAX1 inh-1 0.6, ssDAF-12 act -1.5, ADAM10 inh 0 and DAX1 inh-2 0.4.
`NS(=O)(=O)c1ccc(CCNS(=O)(=O)c2cccc3nsnc23)cc1` gave GC-A act 5, SMARCA2 act -1, hcDAF12 agonist 1.7, PG9 binder -2.8, ADAM17 inh -1, hgDAF-12 ag -0.3, FXN GAA850 act 1.4, DAX1 inh-1 -0.9, ssDAF-12 act -0.9, ADAM10 inh 8 and DAX1 inh-2 0.1.
`Fc1ccc2nc3c(nc2c1)CCCC3` gave GC-A act 1, SMARCA2 act -1, hcDAF12 agonist 0.6, PG9 binder -1.9, ADAM17 inh -1, hgDAF-12 ag 0.2, FXN GAA850 act 1.7, DAX1 inh-1 3.5, ssDAF-12 act -0.9, ADAM10 inh -13 and DAX1 inh-2 0.2.
`CCN(CC)C(=O)CSc1nc2sc3c(c2c(=O)n1-c1ccc(C)cc1)CC(C)(C)SC3` gave GC-A act -1, SMARCA2 act -1, hcDAF12 agonist -0.5, PG9 binder -1.2, ADAM17 inh -3, hgDAF-12 ag 1.3, FXN GAA850 act 0.8, DAX1 inh-1 2.0, ssDAF-12 act -1.1, ADAM10 inh -11 and DAX1 inh-2 -0.9.
`Cc1cc(C)nc(NC(=NCCc2c[nH]c3ccccc23)NC(=O)c2ccco2)n1` gave GC-A act 2, SMARCA2 act -1, hcDAF12 agonist -2.1, PG9 binder -0.7, ADAM17 inh 0, hgDAF-12 ag -3.2, FXN GAA850 act -3.8, DAX1 inh-1 -1.4, ssDAF-12 act -1.5, ADAM10 inh 1 and DAX1 inh-2 0.0.
COc1ccc2c(c1)C(C)=CC(C)(C)N2C(=O)CSc1nnc(-c2ccc(C)cc2)o1 was read as GC-A act -5, SMARCA2 act -5, hcDAF12 agonist -2.8, PG9 binder -0.8, ADAM17 inh -6, hgDAF-12 ag -1.4, FXN GAA850 act 2.9, DAX1 inh-1 2.1, ssDAF-12 act -2.1, ADAM10 inh -9 and DAX1 inh-2 -0.3.
COc1ccc(COC(=O)C2CCN(S(=O)(=O)c3ccc(C)cc3)CC2)cc1 was read as GC-A act -4, SMARCA2 act 2, hcDAF12 agonist -1.3, PG9 binder 0.2, ADAM17 inh 2, hgDAF-12 ag 3.4, FXN GAA850 act -0.6, DAX1 inh-1 2.0, ssDAF-12 act -1.1, ADAM10 inh 2 and DAX1 inh-2 -1.4.
Screening Cc1cc(C)nc(Sc2nc(Nc3ccccc3)nc(Sc3nc(C)cc(C)n3)n2)n1 returned GC-A act 0, SMARCA2 act -1, hcDAF12 agonist 0.6, PG9 binder 0.0, ADAM17 inh 0, hgDAF-12 ag 1.9, FXN GAA850 act 1.1, DAX1 inh-1 -0.1, ssDAF-12 act -0.7, ADAM10 inh 4 and DAX1 inh-2 0.7.
For CCN(CC)S(=O)(=O)c1ccc(NS(=O)(=O)c2cccs2)cc1 the results were GC-A act 1, SMARCA2 act 0, hcDAF12 agonist -1.3, PG9 binder -1.3, ADAM17 inh 0, hgDAF-12 ag 0.9, FXN GAA850 act 0.5, DAX1 inh-1 -0.1, ssDAF-12 act -0.5, ADAM10 inh -3 and DAX1 inh-2 0.2.
For COc1cc2c(c(OC)c1)[C@H](/C=C/c1ccccc1)[C@@H]([C@H](O)CO)OC2 the results were GC-A act -1, SMARCA2 act -2, hcDAF12 agonist -1.7, ADAM17 inh 0, hgDAF-12 ag -0.6, ssDAF-12 act -1.5, ADAM10 inh -3 and DAX1 inh-2 0.8.
For O=C(O)c1cccc(NC(=O)c2cc(-c3cccc(Cl)c3)nc3ccccc23)c1 the results were GC-A act -3, SMARCA2 act 6, hcDAF12 agonist 1.2, PG9 binder 0.2, ADAM17 inh 0, hgDAF-12 ag -0.1, FXN GAA850 act 3.8, DAX1 inh-1 -0.6, ssDAF-12 act -0.1, ADAM10 inh 0 and DAX1 inh-2 0.7.
`COc1ccc(OCC#CCn2ccnc2)cc1` gave GC-A act 2, SMARCA2 act -2, hcDAF12 agonist -1.3, PG9 binder 0.9, ADAM17 inh -3, hgDAF-12 ag -1.5, FXN GAA850 act 0.2, DAX1 inh-1 1.0, ssDAF-12 act -1.2, ADAM10 inh -7 and DAX1 inh-2 0.3.
`C=CCN1C(=O)/C(=C/c2cccs2)S/C1=N\S(=O)(=O)c1ccc(F)cc1` gave GC-A act -9, SMARCA2 act -1, hcDAF12 agonist 2.0, PG9 binder -1.2, ADAM17 inh -1, hgDAF-12 ag -0.9, FXN GAA850 act -1.8, DAX1 inh-1 -1.1, ssDAF-12 act -0.7, ADAM10 inh 0 and DAX1 inh-2 0.3.
Screening COc1ccc(CCN(C)C(=O)CNC(=O)c2ccccc2F)cc1OC returned GC-A act 4, SMARCA2 act 2, hcDAF12 agonist 0.8, PG9 binder 0.5, ADAM17 inh 0, hgDAF-12 ag -0.2, FXN GAA850 act 0.5, DAX1 inh-1 -1.5, ssDAF-12 act -1.5, ADAM10 inh 3 and DAX1 inh-2 -0.1.
`CCOC(=O)N1CCN(C(=O)CSc2ncnc3sccc23)CC1` gave GC-A act 0, SMARCA2 act 0, hcDAF12 agonist 0.3, PG9 binder -0.4, ADAM17 inh -10, hgDAF-12 ag 0.2, FXN GAA850 act 1.6, DAX1 inh-1 0.1, ssDAF-12 act -0.7, ADAM10 inh -9 and DAX1 inh-2 -2.2.
Screening CC1C(=O)C(C)C(c2ccccc2)N(N=O)C1c1ccccc1 (centres undefined) returned GC-A act -2, SMARCA2 act -4, hcDAF12 agonist 0.3, PG9 binder 2.0, ADAM17 inh -1, hgDAF-12 ag 1.6, FXN GAA850 act 2.5, DAX1 inh-1 1.0, ssDAF-12 act -0.8, ADAM10 inh -15 and DAX1 inh-2 -0.6.
